# Screening data deposited in PubChem BioAssay by Vanderbilt High Throughput Screening Facility.
# Cav3 T inh = human Cav3.2 channel inhibition, primary screen; O95180; Cav3.2-expressing cells, Fluo-4 calcium fluorescence FDSS; stronger effect = lower value; B-score at 10 µM; actives 4% (n = 100,000); AID 449739;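 active = single-dose well whose peak fluorescence ratio is a statistical outlier from its plate by either plate-standardised score or position-corrected B-score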
# * hit, by the source's call. Only part of the results is shown; rates above refer to the full screens.
Structure	Cav3 T inh
CCOC(=O)N1CCN(C(=O)CSc2nnc(-c3ccc(C)c(C)c3)o2)CC1	1.4
O=C(CNC(=O)c1ccco1)NCC(=O)OCc1cccc(Cl)c1	0.33
O=C(NCCCO)NC12CC3CC(CC(C3)C1)C2	-2.8
CCn1ccc2cc(OC)ccc2c1=S	-0.032
Cc1ccc(-c2ccc(CCC(=O)O)n2C(C)C)cc1	-1
OC(COc1ccc(Cl)cc1)CN1CCCCC1 (configuration not stated)	0.049
COc1cc(C(=O)OC(C)CN2CCOCC2)cc(OC)c1OC (configuration not stated)	-0.47
c1ccc(-c2ccc(-c3nc(-c4ccccn4)no3)cc2)cc1	2.1
CCCCc1c(C)c2cc(C)ccc2[nH]c1=O	0.098
Cc1ccc(CNc2oc(-c3ccco3)nc2S(=O)(=O)c2ccccc2)cc1	-4.7*
COc1ccccc1CNc1nc2nc(C)c(C)c(=O)n2[nH]1	-1.3
O=C(CNS(=O)(=O)c1cccs1)N1CCCC1	-0.013
CCOc1ccc(C2CC(c3ccccc3)Nc3nc(N)nn32)cc1 (configuration not stated)	0.14
CCCCNCc1cc(Br)c(OCc2cccs2)c(OC)c1	-2.6
CCOC(=O)c1sc2ncn(C(CC)C(=O)OC)c(=O)c2c1C (configuration not stated)	0.22
CCOC(=O)N1CCN(C(=O)CN2C(=O)COc3ccc(C(C)(C)C)cc32)CC1	0.99
COC(=O)[C@@]1(Cc2ccccc2)C=C[C@@H](C)N1C(C)=O	0.039
O=C(NCc1cccnc1)NC(C(F)(F)F)C(F)(F)F	0.5
CCOC(=O)c1nc2ccccc2s1	-0.89
COc1ccc(N2CC(C(=O)OCC(=O)c3ccccc3)CC2=O)cc1 (configuration not stated)	0.54
CC(=O)N1CCN(c2ccccc2NC(=O)COc2cc(C)ccc2C(C)C)CC1	-5.7*
CCCn1nnc(NC(=O)c2ccc(Br)cc2)n1	-0.051
N#Cc1c(C(F)(F)F)cc(-c2ccc(Cl)cc2)[nH]c1=O	-8.7*
O=C(COc1ccccc1Cl)NCc1ccco1	0.23
Cc1ccc(C)c(-n2c(-c3ccc4c(c3)OCO4)n[nH]c2=S)c1	-2.1
Cc1ccc(-c2nc3ncccn3c2Nc2ccc3c(c2)OCO3)o1	-0.02
N#CCC(=N)N1CCN(c2ccccc2Cl)CC1	0.26
Cn1c(CNc2cccc(Cl)c2)nnc1SCC(=O)OC1CCCCC1	-8.5*
CN(CC(=O)NCc1ccc(Cl)cc1)S(=O)(=O)c1cccc2cccnc12	-0.021
CCc1ccc(NC(=O)CN2C(=O)CSC2=O)cc1	0.33
COc1ccc(CC(CC(=O)O)C(=O)Nc2ccc(OC)cc2)cc1 (configuration not stated)	-0.034
Nc1ccc(Nc2ccncc2[N+](=O)[O-])cc1	0.047
O=C(O)CCC(=O)OC1CC2CCC1C2 (configuration not stated)	-0.29
CCc1cc(C(=O)O)c(NC(=O)C(c2ccccc2)c2ccccc2)s1	0.84
Cc1c(NC(=O)COC(=O)Cc2ccc(Cl)cc2)c(=O)n(-c2ccccc2)n1C	0.92
Cc1cccc(N(C(=O)Cn2nnc3ccccc32)C(C(=O)NCc2ccco2)c2ccncc2)c1C (configuration not stated)	0.57
Clc1ccccc1C1SCC2Nc3ccccc3CN21 (configuration not stated)	-0.95
O=C1NC(c2ccco2)Nc2sc3c(c21)CCN(Cc1ccccc1)C3 (configuration not stated)	0.037
Cc1cc(NS(=O)(=O)c2ccc(-c3ccccc3)cc2)no1	-1.1
COC(=O)c1sccc1NC(=O)c1cccnc1	0.18
COCCNC(=O)C(=O)c1cc(C)n(-c2ccc([N+](=O)[O-])cc2)c1C	0.73
N#Cc1c(N)oc(-c2cccs2)c1-c1cccs1	-0.38
CCOC(=O)c1cc2sccc2n1CC(=O)Nc1ccc(OC)cc1OC	-2.6
O=C(c1ccc(C(F)(F)F)cc1)N1CCC(=O)N(C(COCc2ccc(C(F)(F)F)cc2)Cc2ccccc2)CC1 (configuration not stated)	-2.9
CCc1nnc(NC(=O)CSc2nccn2-c2cccc(C)c2C)s1	-2.9
O=C(CSc1nccc(=O)[nH]1)c1ccccc1Br	0.043
COc1cccc(C2CC(c3ccc(Cl)cc3)n3nc(N)nc3N2)c1 (configuration not stated)	-0.77
CCc1nnc(NC(=O)CSc2nnc(CSc3nc(C)cc(C)n3)n2C)s1	0.22
CCC(C)c1ccccc1NC(=O)COC(=O)c1ccc(C)c(NC(=O)c2ccco2)c1 (configuration not stated)	-0.49
COc1ccc(C(=O)NC(NC(=S)Nc2ccc(S(N)(=O)=O)cc2)C(Cl)(Cl)Cl)cc1 (configuration not stated)	0.75
Cc1cccc(C(=O)O/N=C2\CCSc3ccc(C)cc32)c1	-2.1
COc1ccc(COc2cc(-c3cccc(OC)c3)nc3ccc(NC(=O)C(C)C)cc23)cc1	-0.31
Cc1ccccc1NC(=O)c1cccc2nc3ccccc3nc12	-0.075
COc1cc(-c2nc(-c3ccc(Br)o3)no2)cc(OC)c1OC	-1
O=C(Nc1ccc2oc(-c3cccc4ccccc34)nc2c1)c1ncn[nH]1	-0.02
CN(C)c1nn(C(=O)Nc2cccc(C(F)(F)F)c2)cc1-c1ccccc1	-1.5
Cc1sc(-c2ccncc2)nc1OC(=O)c1cc(Cl)cc(Cl)c1	-0.53
COc1ccc(-c2nc3nc(C)c(Cc4ccccc4)c(=O)n3[nH]2)cc1	-0.86
O=C(C1CCCN1S(=O)(=O)c1cccc2cccnc12)N1CCN(c2ccccc2)CC1 (configuration not stated)	0.42
CC(=O)Nc1cccc2c1C(=O)N(c1ccc(C)cc1)C2=O	1.8

# 3 compounds from above, sorted by their value in Cav3 T inh, falling.
mol	Cav3 T inh
O=C(C1CCCN1S(=O)(=O)c1cccc2cccnc12)N1CCN(c2ccccc2)CC1 (configuration not stated)	0.42
COc1cccc(C2CC(c3ccc(Cl)cc3)n3nc(N)nc3N2)c1 (configuration not stated)	-0.77
COc1ccc(-c2nc3nc(C)c(Cc4ccccc4)c(=O)n3[nH]2)cc1	-0.86

# Next section
SMILES	Cav3 T inh
COC(=O)/C(=C(/F)Sc1cc(C)c(O)c(C)c1)C(F)(F)F	-0.087
CC(C(=O)NCc1cccs1)N1C(=O)c2ccccc2C1=O (configuration not stated)	0.33
O=C(CSc1nc2c(c(=O)n1-c1ccc(Br)cc1)SCC2)NCC1CCCO1 (configuration not stated)	-0.15
COc1ccc2cc(CN(CC3CCCO3)S(=O)(=O)c3ccc(C(C)=O)cc3)c(=O)[nH]c2c1 (configuration not stated)	0.51
Cc1ccc(NC(=O)C2CCN(S(=O)(=O)c3cccc4cccnc34)CC2)nc1	0.37
CC(C)C(OC(=O)c1cc2occc2n1C)C(=O)NCc1ccc2c(c1)OCO2 (configuration not stated)	-2.4
CCOc1ccc(NS(=O)(=O)c2cc(OC)ccc2OC)cc1	-0.28
CN(C)c1nc(OCCNC(=O)COc2ccccc2Cl)nc(N(C)C)n1	-0.19
O=C(CSc1ccc(Cl)cc1)N1CCN(c2ccc(Cl)cc2[N+](=O)[O-])CC1	-3.8*
COc1ccc(CC(=O)N2CCCC(C)C2)cc1 (configuration not stated)	0.9
O=C1C(Cc2ccc(O)cc2)NC(=S)N1c1ccccc1 (configuration not stated)	1.3
CCOC(=O)c1c(C)[nH]c(C(=O)Cn2nnc(-c3ccccc3Cl)n2)c1C	0.68
COC(=O)c1[nH]c2ccc(C)cc2c1NC(=O)NC1CCCCC1	0.071
CCOc1ccccc1-n1c(SCC(=O)N2CCCC2)nnc1-c1ccoc1C	1.3
Nc1ccc(-n2cnc3cc([N+](=O)[O-])ccc32)cc1	0.46
CC1CCN(CCc2nc3cc(NS(=O)(=O)c4ccc(F)cc4)ccc3n2C)CC1	0.32
COc1ccc(C(=O)NCC(C)(C)SCc2c(C)cc(C)cc2C)cc1	-3.3
COC(=O)c1cc(OC)c(OC)cc1NC(=O)c1ccoc1C	0.16
Cc1cc(Nc2cnc3ccccc3n2)n(-c2ccccc2)n1	-4.6*
Cc1cc(C)c2c(n1)nn1c(NCCN3CCOCC3)cc(C)nc21	-1

# 4 compounds already listed, ordered by number of heavy atoms, lowest first.
SMILES	Cav3 T inh
Cc1cc(Nc2cnc3ccccc3n2)n(-c2ccccc2)n1	-4.6*
COc1ccc(C(=O)NCC(C)(C)SCc2c(C)cc(C)cc2C)cc1	-3.3
CCOc1ccccc1-n1c(SCC(=O)N2CCCC2)nnc1-c1ccoc1C	1.3
CC1CCN(CCc2nc3cc(NS(=O)(=O)c4ccc(F)cc4)ccc3n2C)CC1	0.32

# Other structures.
SMILES	Cav3 T inh
CSc1ccc(CNc2ccccc2)cc1	-1.3
Cc1cc(C(=O)CSc2nnc(-c3ccccc3)n2C)c(C)n1C	1.1
COc1ccc(C2(C(N)=O)CCCCC2)cc1OC	1.1
COc1ccc(C)cc1NC(=O)c1ccc2c(c1)OCO2	-1.8
O=S(=O)(Cc1cnc(Cl)s1)c1ccccc1	0.28
COc1ccc(CNCc2cc3c(C(C)(C)C)nn(-c4ccccc4)c3[nH]c2=O)cc1	-1.7
CCC(C)(C(=O)NC1CCCC1)N(Cc1cccs1)C(=O)Cc1cccs1 (configuration not stated)	-4.2
CCOC(=O)c1ccc(NC(=O)CSc2nnc(CNC(=O)c3ccccc3F)o2)cc1	-0.62
Cc1ccc(-n2[nH]c(C)c(C=NC34CN5CN(CN(C5)C3)C4)c2=O)cc1C	0.3
O=C(Nc1ccc2nsnc2c1)c1cccs1	-0.97
N#Cc1c(C(F)(F)F)cc(-c2ccco2)nc1SCc1ccccn1	-0.066
O=C1CC(N2CCN(c3ccccn3)CC2)C(=O)N1CC(c1ccccc1)c1ccccc1 (configuration not stated)	-6.3*
Cn1c(SCC(N)=O)nnc1C1CCN(C(=O)NC2CCCCC2)CC1	-0.11
NC(=O)CSc1nnc(-c2cccnc2)n1CCc1ccccc1	0.55
Cc1cc(Cl)c(S(=O)(=O)Nc2ccc3c(c2)OCO3)cc1OCC(N)=O	0.15
Cc1cc(C)c2[nH]c(=O)c(CN(CC3CCCO3)C(=O)c3cnccn3)cc2c1 (configuration not stated)	1
CCOC(=O)c1c(NC(=O)OC)sc(C(=O)N(CC)CC)c1C	0.78
C[C@H](NC(=O)c1[nH]cnc1C(=O)Nc1ccc(CNC(=O)OC(C)(C)C)cc1)C(=O)OC(C)(C)C	0.66
Cc1ccccc1OCCNc1ccc(C(F)(F)F)cc1[N+](=O)[O-]	0.028
COc1cccc(-c2nc(CS(=O)(=O)CC(=O)NCc3ccc(Cl)cc3)c(C)o2)c1	0.043

# Pulled by compound from the list above, six records:
SMILES	Cav3 T inh
N#Cc1c(C(F)(F)F)cc(-c2ccco2)nc1SCc1ccccn1	-0.066
COc1cccc(-c2nc(CS(=O)(=O)CC(=O)NCc3ccc(Cl)cc3)c(C)o2)c1	0.043
C[C@H](NC(=O)c1[nH]cnc1C(=O)Nc1ccc(CNC(=O)OC(C)(C)C)cc1)C(=O)OC(C)(C)C	0.66
NC(=O)CSc1nnc(-c2cccnc2)n1CCc1ccccc1	0.55
O=C1CC(N2CCN(c3ccccn3)CC2)C(=O)N1CC(c1ccccc1)c1ccccc1 (configuration not stated)	-6.3*
Cn1c(SCC(N)=O)nnc1C1CCN(C(=O)NC2CCCCC2)CC1	-0.11

# Continued:
SMILES	Cav3 T inh
COc1ccc(OCC(=O)Sc2ccc(C)cc2)cc1	0.37
CC(=O)NCCOc1cccc2cccnc12	0.92
S=C1NNC2(NN1)C1CC3CC(C1)CC2C3	0.51
Cc1cc([N+](=O)[O-])ccc1NC(=S)NC(=O)C(c1ccccc1)c1ccccc1	-1.3
CCOC(=O)c1ccc(NC(=O)C(C)NS(=O)(=O)c2ccc(OC)cc2)cc1 (configuration not stated)	0.12
Cn1c2ccccc2c2c(C(=O)N3CCN(c4ccccn4)CC3)cn(C3CCCC3)c(=O)c21	-3.2
CCCn1c(SCC(=O)NC(C)(C)C)nnc1C(C)C	-0.09
Cc1sc2nc(SCC(=O)N3CCCC3)[nH]c(=O)c2c1C	0.2
Cc1cc(C)n(CC(O)CN(c2ccccc2)S(=O)(=O)c2ccccc2)n1 (configuration not stated)	-0.07
N#CCCn1ccc(NC(=O)c2ccc(Cl)cc2)n1	0.88

# Nothing new here: entries from further up.
SMILES	Cav3 T inh
CCC(C)c1ccccc1NC(=O)COC(=O)c1ccc(C)c(NC(=O)c2ccco2)c1 (configuration not stated)	-0.49
COc1ccc(C(=O)NC(NC(=S)Nc2ccc(S(N)(=O)=O)cc2)C(Cl)(Cl)Cl)cc1 (configuration not stated)	0.75

# More results.
SMILES	Cav3 T inh
CCN(CC)C(=O)CSc1nnc(-c2ccc(O)cc2)n1CC1CCCO1 (configuration not stated)	0.35
CCC(C)C(=O)Nc1nnc(-c2cccs2)s1 (configuration not stated)	-1.4
CCc1ccc(NC(=O)CCn2cccc2)cc1	0.35
N#CC1=C(N)SC(N)=C(C#N)C1c1cccc(O)c1	0.03
Cc1ccc(-n2c(SCC(=O)N3CCOCC3)nnc2-c2cccnc2)cc1	1.2
N/C(CN1CCCC1=O)=N\OC(=O)c1ccccc1Cl	2
CCc1ccccc1NC(=O)N1CCC(NC(=O)C(Cc2ccc(OC)c(OC)c2)NC(C)=O)CC1 (configuration not stated)	0.03
Cc1ccc(-c2noc(CNc3ccccc3)n2)cc1	0.34
Cc1ccc(NC(=O)NCc2ccc3c(c2)OCO3)cc1	-0.035
COCn1c(-c2ccc(OC)c(OC)c2)nc2ccccc21	-0.12
Cc1nn(-c2ccccc2)c(Cl)c1C1C(C#N)=C(N)OC2=C1C(=O)CC(C)(C)C2 (configuration not stated)	-0.1
CCO/N=C(/C)c1c(O)c(C)c(-c2ccccc2)n(-c2ccccc2)c1=O	-1.2
COc1cc(C2C(C#N)=C(N)Oc3c2oc(CO)cc3=O)ccc1OC(C)C (configuration not stated)	0.76
Cc1ccc(NC(=O)COC(=O)Cn2c(C)csc2=O)cc1C	-0.62
C/C(=N\NS(=O)(=O)c1ccc(Br)cc1)c1cccs1	-5*
O=C(O)c1csc(Br)c1Br	-0.13
CCSc1nnc(NC(=O)c2ccc3c(c2)OCO3)s1	0.068
CCCOc1ccc(Oc2cc(C)nc(SC)n2)nn1	0.95
COc1cc(S(=O)(=O)N2CCN(C)CC2)ccc1Cl	-0.029
O=C(NCCC1=CCCCC1)C1CCN(S(=O)(=O)c2cccc3cccnc23)CC1	-0.22
CCOC(=O)c1c(NC(=O)c2ccc(Br)o2)sc(C)c1CC	0.89
O=C(NCCCN1CCOCC1)c1c(F)cccc1F	1.5
